High-throughput results: PubChem BioAssay, Southern Research Specialized Biocontainment Screening Center
inhibitors of VEEV: inhibitors of VEEV TC-83 cytopathic effect, confirmation, Vero cells (AID 588727); 350,000 compounds, 0.13% hits; Vero cells, VEEV TC-83 cytopathic effect inhibition; higher % means a stronger effect; inhibition, % at 20 µM; hits with a dose series show IC50 in µM; in the data active means a potency from the dose series; inconclusive means inhibition mostly from about 14% at the one dose, without a potency; inactive means the rest, 99 in 100 with inhibition below about 12%; further: strong numbers were not always called active
H1N1 NS1A inhibition: NS1A inhibition, H1N1 influenza, cell based functional assay (AID 504329); NS1A functional cell-based assay, percent inhibition; higher % means a stronger effect; one-dose inhibition, % at 12.5 µM; IC50 in µM for titrated hits; 340,000 compounds, 0.3% hits; in the data active means a potency from the dose series; inconclusive means inhibition above about 27% without an active follow-up result; further: strong numbers were not always called active
Salmonella PhoP GFP: PhoP regulon inhibitors, Salmonella typhi PhoP promoter GFP reporter, confirmatory (AID 1850) | Salmonella Typhi PhoP-promoter GFP reporter, fluorescence, 4 h; higher % means a stronger effect | one-dose inhibition, % at 50 µM; IC50 in µM for titrated hits | 310,000 compounds, 0.33% hits; in the data active means a potency from the dose series; inconclusive means inhibition mostly from about 25% at the one dose, without a potency; inactive means the rest, 99 in 100 with inhibition below about 19%;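 further: 0% = induced wells with vehicle and 100% = uninduced wells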
M. tuberculosis HTS: M. tuberculosis growth inhibition, HTS (AID 449762) | M. tuberculosis H37Rv growth inhibition, 7H9 media; higher % means a stronger effect | inhibition, % at 25 µM, or IC50 in µM where a hit was titrated | 330,000 compounds, 0.59% hits; in the data active means a potency from the dose series; inconclusive means inhibition above about 70% without an active follow-up result;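 further: bacterial growth assessed after seven days of incubation; strong numbers were not always called active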
tuberculosis growth: growth inhibition of non-replicating M. tuberculosis (AID 488890). Mycobacterium tuberculosis non-replicating, growth inhibition; higher % means a stronger effect. one-dose inhibition, % at 25 µM; IC50 in µM for titrated hits. 320,000 compounds, 0.39% hits; in the data active means a potency from the dose series; inconclusive means inhibition mostly from about 82% at the one dose, without a potency; inactive means the rest, 99 in 100 with inhibition below about 76%;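 further: plate controls were DMSO cells for no effect and high antibiotic wells for full effect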
inhibitors of VEEV 10K pilot screen: further read-out of inhibitors of VEEV, marked with its call; inhibition, %; measured here: 10K pilot screen inhibition
An asterisk follows results filed as active; i = inactive; u = inconclusive; x = no result given.

SMILES	inhibitors of VEEV	H1N1 NS1A inhibition	Salmonella PhoP GFP	M. tuberculosis HTS	tuberculosis growth	others
COc1ccc(C(=O)C2CCCN(Cc3cccn3-c3ccccn3)C2)c(OC)c1 (stereo unspecified)	1.9%	3%	-6%	2%	39%	inhibitors of VEEV 10K pilot screen=1.6
Cc1ccc(NC(=O)C(=O)NNC(=O)c2cccs2)cc1	1.0%	0%	28%	u	u
O=C(NCCCN1CCOCC1)C(=O)c1c[nH]c2ccccc12	0.1%	2%	2%	-3%	3%
CCOC(=O)c1ccc2nc(NC(=O)C(C)C)sc2c1	8.0%	8%	1%	-14%	x
COc1ccccc1/C=N\Nc1ccccc1[N+](=O)[O-]	3.0%	9%	-3%	-9%	-18%
Cc1nc(C)c(C(=O)OCC(=O)NCc2ccccc2Cl)s1	0.7%	9%	x	3%	-4%
O=C(NCCCn1ccnc1)C(Cc1ccc([N+](=O)[O-])cc1)N1C(=O)c2ccccc2C1=O (stereo unspecified)	0.9%	3%	-18%	8%	13%
COCc1cc(N2CCCC2)nc(-c2ccccc2)n1	0.2%	0%	3%	5%	-7%
C=CCNC(=O)COc1ccc(Oc2ccccc2)cc1	4.1%	-18%	6%	19%	u
O=C(Nc1nc2ccccc2s1)c1ccc(F)cc1	4.4%	-9%	6%	24%	47%
CCCCOC(=O)Cn1c(=O)oc2ccc(C)cc21	1.5%	3%	-7%	2%	42%
COc1ccc(N=Cc2[nH]c3ccccc3c2O)cc1	5.5%	10%	-14%	40%	35%
CN(C)c1ccc(NC(=O)Cn2ncn3c(cc4ccccc43)c2=O)cc1	0.4%	0%	7%	-10%	5%
CCCc1nc2ccc(NC(C)=O)cc2c(=O)n1Cc1ccc(Cl)cc1	0.4%	7%	-3%	12%	7%	inhibitors of VEEV 10K pilot screen=0.7
Cc1cc(=O)n(CC(=O)NC2CC2)c2c1c(C)nn2-c1ccccc1	0.3%	-4%	-37%	2%	-6%
COc1ccccc1/C=C(/NC(=O)c1ccccc1)C(=O)NCCCn1ccnc1	2.7%	-5%	5%	6%	0%
COc1ccc(C(=O)OCC(=O)c2c[nH]c3ccccc23)c(OC)c1	1.1%	-14%	x	3%	25%
Cc1cccc(NC(=S)NCc2ccc(F)cc2)c1	0.4%	0%	-2%	4%	u
CC1CCN(C(C(=O)Nc2ccc3c(c2)OCO3)c2ccccc2)CC1 (stereo unspecified)	0.7%	5%	-7%	-7%	x
CCn1c(CSCc2ccc(C)cc2)nnc1SCC(=O)NCc1ccccc1	0.8%	13%	-10%	0%	32%
O=C(CSc1nnc2c(Cl)cc(C(F)(F)F)cn12)N(Cc1ccccc1)Cc1ccccc1	2.5%	0%	-1%	-7%	13%
Cc1nnc(SCC(=O)c2c(N)n(C)c(=O)n(C)c2=O)[nH]c1=O	1.9%	-1%	5%	-1%	-7%
CCn1c(SCC(=O)NC2CCCCC2C)nnc1-c1ccc(OC)cc1 (stereo unspecified)	i	-3%	-4%	-7%	13%
Cc1ccc(C2(O)CCN3CCCCC32)cc1 (stereo unspecified)	i	-14%	3%	-1%	-7%
O=C1CN(C(=O)COC(=O)C23CC4CC(CC(O)(C4)C2)C3)c2ccccc2N1	5.5%	6%	0%	-2%	56%
O=C(Nc1cccc2ncccc12)c1ccco1	1.7%	-10%	-8%	1%	-1%
CN(C)C(=O)COn1c(SCC(=O)N(C)C)nc2ccccc2c1=O	2.1%	-5%	3%	4%	-2%
CC(C#N)On1c(SC(C)C#N)nc2ccccc2c1=O (stereo unspecified)	2.0%	-2%	7%	0%	-6%
C[N+]1(C)CCOC(O)(c2ccc(-c3ccc(C4(O)C[N+](C)(C)CCO4)cc3)cc2)C1 (stereo unspecified)	2.4%	-5%	12%	u	71%
COc1ccc(C2CC(c3cccc(Br)c3)=NN2c2ccc(S(N)(=O)=O)cc2)cc1 (stereo unspecified)	i	-27%	x	x	x

The closing 5 entries of the section above are carried over, then new ones follow.
SMILES	inhibitors of VEEV	H1N1 NS1A inhibition	Salmonella PhoP GFP	M. tuberculosis HTS	tuberculosis growth	others
O=C(Nc1cccc2ncccc12)c1ccco1	1.7%	-10%	-8%	1%	-1%
CN(C)C(=O)COn1c(SCC(=O)N(C)C)nc2ccccc2c1=O	2.1%	-5%	3%	4%	-2%
CC(C#N)On1c(SC(C)C#N)nc2ccccc2c1=O (stereo unspecified)	2.0%	-2%	7%	0%	-6%
C[N+]1(C)CCOC(O)(c2ccc(-c3ccc(C4(O)C[N+](C)(C)CCO4)cc3)cc2)C1 (stereo unspecified)	2.4%	-5%	12%	u	71%
COc1ccc(C2CC(c3cccc(Br)c3)=NN2c2ccc(S(N)(=O)=O)cc2)cc1 (stereo unspecified)	i	-27%	x	x	x
CCCCC(C(=O)NC1CCCC1)N(Cc1ccco1)C(=O)Cn1nnc(-c2ccc(F)cc2)n1 (stereo unspecified)	0.5%	6%	4%	-11%	1%
O=C(Cn1cc(C(F)(F)F)ccc1=O)N/N=C/c1cccc(Cl)c1Cl	0.4%	-8%	3%	24%	14%
COc1ccc(NC(=O)Cc2c[nH]c3ccccc23)cc1S(=O)(=O)N1CCCCC1	1.5%	1%	-4%	-6%	-3%
CN(C)C(=O)CCc1ccc2c3c([nH]c2c1)[C@]1(C)[C@@H](C(=O)N2CCOCC2)C[C@H](CC(=O)NCCc2ccccn2)C(=O)N1CC3	i	-18%	x	x	x
CC(C)CCN(CC(=O)NC(C)(C)C)C(=O)C(=O)Nc1ccc2c(c1)OCCO2	7.5%	-9%	5%	-1%	9%
Cc1ccc2cccc(S(=O)(=O)N3CCN(c4cccc(Cl)c4)CC3)c2n1	i	1%	-1%	-9%	13%
O=C(Cn1cnc2c(oc3ccccc32)c1=O)N1CCN(c2ccccc2)CC1	0.3%	1%	2%	-3%	17%
COc1ccc(C)cc1S(=O)(=O)NC1CCCCCC1	i	-9%	-11%	-1%	-2%
CC(C)n1nc(C(=O)Oc2cc(Cl)ccc2Cl)c2ccccc2c1=O	0.5%	-8%	-3%	-3%	11%
CCc1noc(C)c1C(=O)N(C)CC(=O)Nc1ccc(Br)cc1C	0.6%	3%	2%	-7%	-15%
CC(=O)Nc1cc2c(cc1[N+](=O)[O-])-c1ccc(F)cc1C2	0.6%	-21%	x	x	x
CNc1c([N+](=O)[O-])cnn1-c1ccccc1F	1.6%	x	14%	-5%	-3%
Cc1ccc(-n2c(O)c(/C=N/c3ncc(Br)cc3Br)c(=O)[nH]c2=O)cc1	1.1%	-3%	-4%	4%	6%
CCn1c(C)c(C)c2cc(C(=O)NCCCN3CCCC3)ccc21	0.8%	7%	8%	-1%	27%
Fc1ccc2cnc(-c3cccnc3)cc2c1	1.1%	1%	x	-6%	13%
Cc1cccnc1NC(=O)c1ccc(S(=O)(=O)N2CCCCCC2)cc1	2.8%	2%	-4%	4%	12%
COc1ccc(OC)c(/C=N/NC(=O)c2[nH]ncc2Br)c1	i	x	-1%	-6%	-3%
O=C1CC(c2ccccc2)CC2=C1C(c1ccccn1)Nc1ccccc1N2 (stereo unspecified)	i	2%	-3%	5%	8%
O=C(CN1CCc2ccccc2C1)NC1CCCC1	0.6%	3%	-2%	0%	3%
O=C1C(C2=NC(c3ccccn3)C3C(=O)N(c4ccc(Cl)cc4Cl)C(=O)C23)=C(O)c2ccccc21 (stereo unspecified)	i	-18%	-1%	6%	15%
O=C(c1ccc(-n2nc(C(F)(F)F)c3c2CCCC3)cc1)N1CCOCC1	0.5%	-3%	-7%	4%	-8%
O=C(C1CCN(S(=O)(=O)c2cccc3nsnc23)CC1)N1CCc2ccccc2C1	1.5%	3%	3%	-2%	13%
CCCCCn1c(=NC(C)=O)c(C#N)cc2c(=O)n3ccccc3nc21	0.8%	-7%	0%	3%	22%
CC(=O)c1ccc(N2CCN(S(=O)(=O)c3ccc4c(c3)NC(=O)CC(=O)N4)CC2)cc1	0.8%	2%	6%	7%	3%
O=C(Oc1ccc(F)cc1)N1CCOCC1	1.4%	-4%	-4%	-3%	-1%
CC(C)(C)NC1=CC(=O)OC12CCCCC2	1.0%	-7%	-6%	-3%	0%
COc1cccc(CNCc2ccc(OC)cc2OC)c1	3.4%	1%	4%	2%	x
COc1cccc(N2CC(C)Cn3c2nc2c3c(=O)n(CCN3CCOCC3)c(=O)n2C)c1 (stereo unspecified)	i	9%	-15%	-1%	48%
CCOc1cc(C(=O)N2CCC3(CC2)OCCO3)cc(OCC)c1OCC	0.9%	-6%	2%	-3%	6%
CN1CCC2(O)OCCCC2C1 (stereo unspecified)	0.3%	0%	-3%	-6%	-5%

Compounds listed so far that have a cyano group (2):
SMILES	inhibitors of VEEV	H1N1 NS1A inhibition	Salmonella PhoP GFP	M. tuberculosis HTS	tuberculosis growth	others
CC(C#N)On1c(SC(C)C#N)nc2ccccc2c1=O (stereo unspecified)	2.0%	-2%	7%	0%	-6%
CCCCCn1c(=NC(C)=O)c(C#N)cc2c(=O)n3ccccc3nc21	0.8%	-7%	0%	3%	22%

More structures
SMILES	inhibitors of VEEV	H1N1 NS1A inhibition	Salmonella PhoP GFP	M. tuberculosis HTS	tuberculosis growth	others
CCC(=O)Nc1cccc(-c2cn3ccsc3n2)c1	6.2%	3%	-11%	-5%	12%
CC(=O)Nc1ccc(S(=O)(=O)NCC(C)NS(=O)(=O)c2ccc(NC(C)=O)cc2)cc1 (stereo unspecified)	i	9%	1%	5%	-5%	inhibitors of VEEV 10K pilot screen=1.0
CCOc1ccc(/C=C2\CCC(C3CCCC3)C2=O)cc1OC (stereo unspecified)	0.4%	6%	-6%	2%	14%
CCOC(=O)N1CCN(C(=O)CSCC(=O)Nc2nc(-c3ccc(C)cc3)cs2)CC1	6.6%	23%	4%	0%	-10%
CC(=O)NC(Cc1cccc(C)c1)C(=O)NC1CCN(S(=O)(=O)c2ccccc2)CC1 (stereo unspecified)	0.7%	-7%	-16%	6%	11%
CCCCC1=CC2=C(c3ccco3)C(=O)C(C)(OC(=O)c3ccc(OC)cc3)C(=O)C2=CN1C1CCCCC1 (stereo unspecified)	i	6%	-1%	7%	u
COCCCNC(=O)c1cc(Sc2nnc(C)s2)nc2ccccc12	i	-6%	19%	3%	3%
C=CCn1c(SCC(=O)N2CCCCC2)nnc1-c1ccncc1	0.7%	4%	3%	2%	-3%
COc1ccc(OC)c(CN2CCN(C(=O)c3ccc(F)cc3)CC2)c1	1.3%	-4%	0%	2%	-13%
COc1ccccc1CNS(=O)(=O)c1ccc(-n2cccn2)cc1	7.7%	-3%	12%	6%	6%
S=C(NN=C(c1ccccc1)c1ccccn1)N(Cc1ccccn1)Cc1ccccn1	i	2.6µM*	x	x	x
Cc1ccc(CN2CC(C(=O)N(Cc3nnc(-c4ccccc4Cl)o3)C3CC3)CC2=O)cc1 (stereo unspecified)	0.8%	-12%	-7%	0%	22%
C=CCN1C(=O)NC(=O)/C(=C/c2ccoc2)C1=O	0.8%	0%	-11%	4%	0%
CN=C(Nc1cc(C)nn1CCC#N)c1ccc(F)cc1	0.0%	-3%	3%	2%	-24%
CCN(C(=O)COC(=O)c1ccc2[nH]c(C)c(C)c2c1)c1c(N)n(Cc2ccccc2)c(=O)[nH]c1=O	13%	2%	x	x	x
CC(Oc1ccccc1)C(=O)NN1Cc2ccccc2C1=N (stereo unspecified)	1.4%	0%	-2%	-2%	-2%
CCOc1ccc(C(F)(F)F)cc1NC(C)=O	0.4%	-5%	3%	-1%	-13%
CCN(CC)S(=O)(=O)c1ccc(C(=O)NCc2cccs2)cc1	0.7%	0%	-3%	-8%	9%
COc1cc(C)ccc1OCCCOc1ccccc1Br	5.7%	-7%	-3%	-8%	8%
C[n+]1c(-c2ccccc2)cc2c(=Cc3ccccc3)c3ccccc3n21	1.2%	-17%	x	x	x
CC1Cc2ccccc2N1C(=O)CSc1nc2cc3c(cc2cc1C#N)OCO3 (stereo unspecified)	1.6%	6%	6%	13%	5%
COc1ccc(NS(=O)(=O)c2ccc3c(c2)NC(=O)C(C)S3)cc1 (stereo unspecified)	1.9%	5%	5%	5%	19%
O=C(Nc1ccc(F)cc1)C1CCN(C(=O)c2ccc([N+](=O)[O-])cc2)CC1	0.8%	9%	-2%	3%	1%	inhibitors of VEEV 10K pilot screen=0.6
COc1cccc(C(=O)N2CCN(Cc3ccccn3)CC2)c1OC	1.3%	-4%	16%	-8%	5%
Cc1[nH]c2ccccc2c1C(=O)C(=O)N1CCN(C)CC1	i	0%	3%	-1%	4%
CC(=O)N1N=C(c2cccc(NS(C)(=O)=O)c2)CC1c1ccc2c(c1)OCO2 (stereo unspecified)	0.3%	-2%	-4%	17%	-4%
